Bioassay records (PubChem)
SUMO1-SIM PPI: SUMO1-SIM interaction modulation | P63165 | SUMO1 binding to a labelled peptide, TR-FRET, 1 h | inhibition, % at 20 µM | 360,000 tested, 0.33% active | AID 602429; in the data active = inhibition above about 37%
Target sequence (P63165 whole entry, looked up): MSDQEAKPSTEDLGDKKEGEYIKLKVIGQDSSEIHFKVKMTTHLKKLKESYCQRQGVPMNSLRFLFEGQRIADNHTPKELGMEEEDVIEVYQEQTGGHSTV
MsrA inh: inhibitors of bovine MsrA. purified bovine MsrA, absorbance read-out. inhibition, % at 15.5 µM. 360,000 tested, 0.75% active. AID 651718; in the data active = inhibition above about 4.5%;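 also: 0% = vehicle wells with enzyme and 100% = reference inhibitor wells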
LMPTP inh: LMPTP (human) inhibition; P24666; recombinant LMPTP-A, OMFP fluorogenic substrate, fluorescence intensity; inhibition, % at 20 µM; 360,000 tested, 0.22% active; AID 651560;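 active = compounds that cut the enzyme signal by at least half of the control window in the single-dose screen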;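 also: plate controls were DMSO wells with enzyme plus substrate for no effect and substrate without enzyme for full effect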
Target sequence (P24666 whole entry, looked up): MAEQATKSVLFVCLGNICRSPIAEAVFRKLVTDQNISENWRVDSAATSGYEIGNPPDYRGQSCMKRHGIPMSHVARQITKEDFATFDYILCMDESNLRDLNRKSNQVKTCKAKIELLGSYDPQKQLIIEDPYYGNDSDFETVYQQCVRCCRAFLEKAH
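Test system: LMPTP-A phosphatase enzyme; input: 0.625 nM LMPTP-A final; reagent: OMFP substrate, 400 µM final; compound dosing: 20 µM single dose, 3% DMSO; incubation: 50 min dark incubation at room temperature; measured by: endpoint fluorescence intensity from OMFP dephosphorylation; measure: % inhibition relative to no-enzyme and uninhibited control wells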
CSN deneddyl inh: blocks human CSN-mediated cullin deneddylation | inhibition, % at 12.5 µM | AID 651999 | 360,000 tested, 0.38% active | Purified CSN, SCF-Nedd8-OG deneddylation, fluorescence polarization;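 active = pattern-corrected inhibition above about 35%, with an unprinted fluorescence ratio check between 0.5 and 1.5, limit read from the data, passing the limit was not always enough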;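 also: 0% = enzyme with substrate and 100% = substrate without enzyme; some results filed as inactive read as strong as hits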
Target sequence (Q92905 whole entry, looked up, one chain of several): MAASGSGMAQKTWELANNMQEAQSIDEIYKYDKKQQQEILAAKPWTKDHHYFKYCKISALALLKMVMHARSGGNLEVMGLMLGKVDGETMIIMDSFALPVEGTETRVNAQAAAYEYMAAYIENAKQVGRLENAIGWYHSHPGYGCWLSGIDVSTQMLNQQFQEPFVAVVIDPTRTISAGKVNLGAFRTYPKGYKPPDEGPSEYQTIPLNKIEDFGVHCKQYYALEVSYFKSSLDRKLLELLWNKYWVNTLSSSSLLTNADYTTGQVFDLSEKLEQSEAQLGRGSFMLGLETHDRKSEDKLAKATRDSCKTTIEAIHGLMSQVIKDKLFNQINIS
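Test system: purified human Csn5 enzyme expressed in HEK293T cells. Amount: 0.24 nM enzyme. Reagent: SCFSkp2-Nedd8OG substrate at 10 nM final. Schedule: 90 min incubation of compound, enzyme and substrate at room temperature. Detection: fluorescence polarization. Read-out: % inhibition of substrate cleavage by Csn5.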
Tb MetRS inh: Trypanosoma brucei MetRS inhibition; purified T. brucei MetRS, ATP depletion, Kinase-Glo luminescence; inhibition, % at 11.9 µM; 360,000 tested, 0.4% active;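 active = inhibition above a per-plate cutoff of the control wells' mean inhibition plus 3 SD, cut at about 5.5% in these data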;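 also: 0% = DMSO wells median and 100% = median of wells with control inhibitor compound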
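Test system: purified T. brucei MetRS enzyme. Also added: ATP, methionine and E. coli bulk tRNA substrates. Compound: 11.9 µM single point. Schedule: 15 min enzyme-compound preincubation, 2 h reaction, 10 min detection, 25 °C. Signal: luciferase luminescence of residual ATP, Kinase-Glo. Evaluation: percent inhibition versus plate control medians. Controls: DMSO wells, low control.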
NadD block: inhibitors of Staphylococcus aureus NadD | purified NadD enzyme, colorimetric absorbance read-out | inhibition, % at 20 µM | 360,000 tested, 0.78% active; in the data active = inhibition above about 26%; also: some compounds past the cut are filed as inactive
Rpn11 block: Rpn11 (human) deubiquitinase inhibition; human 26S proteasome, Ub4-pepOG fluorescence polarization; 20S core pre-blocked with epoxomicin; calls only at 20 µM; 360,000 tested, 0.59% active; AID 588493;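 active = inhibition at 20 µM, scaled to each plate's controls, above about 33%, limit read from the data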
Target sequence (O00487 whole entry, looked up): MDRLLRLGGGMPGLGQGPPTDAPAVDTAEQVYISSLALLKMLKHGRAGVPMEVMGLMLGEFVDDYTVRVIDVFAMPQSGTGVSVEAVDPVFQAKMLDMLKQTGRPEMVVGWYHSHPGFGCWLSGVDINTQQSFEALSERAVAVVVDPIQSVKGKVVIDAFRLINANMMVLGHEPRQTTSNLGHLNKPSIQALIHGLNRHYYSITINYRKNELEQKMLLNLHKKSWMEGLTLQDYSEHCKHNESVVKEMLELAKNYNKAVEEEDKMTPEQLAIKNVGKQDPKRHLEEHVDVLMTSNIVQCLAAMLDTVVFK
DNMT1 inh: inhibitors of human DNMT1; P26358; DNMT1 molecular beacon, Hinp1I cleavage, fluorescence; inhibition (reported as % activation of signal), % at 10 µM; 360,000 tested, 0.83% active; in the data active = inhibition above about 50%
STEP block: inhibitors of human striatal-enriched phosphatase STEP; P54829; 360,000 tested, 0.25% active; recombinant STEP, OMFP fluorogenic substrate, fluorescence; inhibition, % at 20 µM;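 active = inhibition at 20 µM, scaled per plate between control wells, above about 37%, limit read from the data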;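 also: 0% = DMSO with enzyme and substrate and 100% = substrate only without enzyme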
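Material: STEP (striatal-enriched tyrosine phosphatase) enzyme, cell-free | Medium: 50 mM Bis-Tris pH 6.0 with 2.5 mM DTT and 0.005% Tween 20 | Read-out: Percent inhibition scaled to no-enzyme and uninhibited-enzyme controls, plate-pattern corrected | Signal: Fluorescence read at 480 nm ex / 540 nm em | Times: 20 min reaction, room temperature, in the dark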
Scp-1 inhibitor: Scp-1 (human) phosphatase inhibition; Recombinant Scp1, phosphopeptide, malachite green phosphate absorbance; inhibition, % at 20 µM; 340,000 tested, 0.88% active; AID 493091;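 active = inhibition above about 50% at 20 µM, limit read from the data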;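 also: plate controls were DMSO wells with enzyme for no effect and wells lacking enzyme for full effect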
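Material – SCP-1 phosphatase catalytic domain, residues 76-261 · Buffer or medium – Acidic Tris acetate buffer with magnesium and detergent · Also added – Phospho 17-mer peptide substrate · Compound – single 20 µM dose, 1% DMSO · Times – 45 min room-temperature reaction, 5 min colour, 30 min stabiliser · Technique – Phosphate-binding colour reagent, absorbance read at 630 nm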
The depositor's hits bear a star; i = inactive; x = no result given. This is a random part of the collection, and some 3.9% of all compounds hit somewhere here.

No.	Structure	SUMO1-SIM PPI	MsrA inh	LMPTP inh	CSN deneddyl inh	Tb MetRS inh	NadD block	Rpn11 block	DNMT1 inh	STEP block	Scp-1 inhibitor
1	Cc1cc(C)cc(Oc2nc(-c3ccccc3)cc(C)c2S(C)(=O)=O)c1	-2	1.7	4.1	1	-0.5	-2	i	-5	8	-12
2	CN1CCC(=O)N([C@H](CO)c2ccccc2)CC1	3	1.7	-3.6	-4	-0.3	-9	i	4	-2	-6
3	COc1ccc(C2CCCCCN2C(=O)C2CCN(S(=O)(=O)c3cccc(C(C)=O)c3)CC2)cc1 (centres undefined)	-6	-0.5	0.3	-5	-0.3	-5	i	-1	-2	-6
4	COc1cc2nc(C3CCC3)n(NC(=O)C(OC(C)=O)c3ccccc3)c(=O)c2cc1OC (centres undefined)	-3	-1.7	1.2	0	-0.2	4	i	-2	1	-4
5	CC1(C)Cc2c(cnn2-c2cccc(F)c2)C(NC(=O)c2cc[n+]([O-])cc2)C1 (centres undefined)	-1	0.7	-1.3	6	-0.1	0	i	1	-3	-4
6	COc1ccc(Cn2c(C(F)(F)F)ccc(C(N)=O)c2=O)cc1	6	1.1	-0.4	4	-1.2	-5	i	1	-2	-3
7	Cc1ccc(C(=O)CSc2ccc(-c3ccccc3)nn2)cc1	-4	-1.3	3.0	-8	-0.2	1	i	-3	0	-6
8	Oc1ccc(/C=N/N2CCCCC2)cc1O	1	0.9	12	-6	-0.6	0	i	2	4	-8
9	CCN(CC)C(=O)COc1ccc(-c2nnc(Nc3ccc(OC)c(C(=O)NC)c3)c3ccccc23)cc1	-9	3.3	0.3	-3	-1.1	2	i	-6	-3	-10
10	CCC(=O)c1ccc(OCC(=O)OCC(=O)Nc2ccc(C)c(S(=O)(=O)N3CCCCC3)c2)cc1	-2	-1.8	1.4	3	-0.2	-7	i	-1	1	-13
11	CCN(CC)CCN(C(=O)c1ccc(S(=O)(=O)N2CCOCC2)cc1)c1nc2cc3c(cc2s1)OCCO3	-3	0.0	-1.6	2	-0.4	-6	i	1	-3	-5
12	Cc1ccccc1-n1c(C)cc(/C=N/NC(=O)c2ccc(CN3CCOCC3)cc2)c1C	-4	1.7	1.8	1	-0.1	-2	i	-5	-2	-4
13	CCOc1ccc(OCc2ccc(C(=O)N3N=C(C(F)F)CC3(O)C(F)F)o2)cc1 (centres undefined)	2	0.0	1.4	3	-1.9	-4	i	-5	0	-1
14	COc1cc(C(=O)NCc2ccc(S(N)(=O)=O)cc2)ccc1OCC(=O)N1CCOCC1	3	-0.5	-0.8	0	0.5	0	i	1	0	-9
15	COc1ccc(NC(=S)NCCN2CCC(C)CC2)cc1	2	0.5	0.0	2	-0.6	6	i	0	6	-3
16	CCOC(=O)C1CCCN(C(=S)NC(=O)/C=C/c2ccc(F)cc2)C1 (centres undefined)	-3	1.1	0.0	2	-0.8	-1	i	-2	1	3
17	C#CCOCCOCCOCCNc1nc(N2CCN(C(=O)CCCCCCCCCCNC(=O)[C@H](CCC(=O)O)n3cc(CCCCCN)nn3)CC2)nc(N2CCN(C(=O)CCCCCCCCCCNC(=O)[C@@H]([C@H](C)O)n3cc(C)nn3)CC2)n1	0	x	-5.6	0	0.4	-3	i	-25	0	21
18	O=C(COc1ccccc1F)NNC(=O)Cc1ccc(S(=O)(=O)N2CCOCC2)s1	-4	0.5	-0.2	-4	-0.3	4	i	-2	-1	-1
19	COc1cccc(/C=C/C(=O)OCC(=O)NCCCc2ccccc2)c1OC	0	0.3	-1.5	-7	-0.2	0	i	10	4	-5
20	N#Cc1c(N)n(-c2ccccc2)c(=O)c2cc([N+](=O)[O-])ccc12	-22	1.0	1.5	-7	0.1	0	i	-2	3	-7

Record cards, from the list above. Order of values: SUMO1-SIM PPI | MsrA inh | LMPTP inh | CSN deneddyl inh | Tb MetRS inh | NadD block | Rpn11 block | DNMT1 inh | STEP block | Scp-1 inhibitor
COc1cccc(/C=C/C(=O)OCC(=O)NCCCc2ccccc2)c1OC across the screens: 0 | 0.3 | -1.5 | -7 | -0.2 | 0 | i | 10 | 4 | -5
O=C(COc1ccccc1F)NNC(=O)Cc1ccc(S(=O)(=O)N2CCOCC2)s1 across the screens: -4 | 0.5 | -0.2 | -4 | -0.3 | 4 | i | -2 | -1 | -1

The list goes on.
No.	Structure	SUMO1-SIM PPI	MsrA inh	LMPTP inh	CSN deneddyl inh	Tb MetRS inh	NadD block	Rpn11 block	DNMT1 inh	STEP block	Scp-1 inhibitor
21	CCN1CCN(S(=O)(=O)c2ccc(-c3cc(C)no3)s2)CC1	-16	-0.5	0.1	-2	-0.2	-2	i	-1	0	7
22	CCN1/C(=C/C=C/C=C/C=C/c2sc3ccccc3[n+]2CC)Sc2ccccc21	-37	1.9	14	16	-1.2	40*	i	81*	1	21
23	CC(C)(C)OC(=O)C[C@H]1C/C=C\C[C@H](CC(=O)N(CCO)Cc2ccccc2)C(=O)N[C@@H](Cc2ccccc2)COC1=O	1	-0.9	1.3	-2	-0.4	-2	i	-1	0	-6
24	Cc1ccc(Oc2nnc(-c3cccs3)c3ccccc23)cc1C	7	-0.2	4.6	-13	0.1	8	i	2	1	3
25	O=C(CNC(=O)OCc1ccccc1)NC1(C(=O)O)CCCC1	-21	-0.3	-0.9	0	0.0	3	i	4	0	-2
26	O=C(CS(=O)(=O)c1ccccc1)Nc1nc2ccccc2s1	0	0.1	1.0	-5	0.3	-2	i	-1	1	-5
27	O=C(CCC(=O)OCc1ccc([N+](=O)[O-])cc1Cl)Nc1ccccc1	-14	0.4	-0.5	-3	0.0	0	i	3	-3	-7
28	CCOc1ccc(N2C(=O)CN=C2Nc2ccccc2F)cc1	-1	-0.2	-1.9	-2	-1.0	-5	i	2	-1	-12
29	O=C(Nc1cccc(C(F)(F)F)c1)c1cc(Br)cc2c1OCC2	-29	-1.3	-0.5	-2	-0.1	4	i	5	2	-7
30	CC(=O)c1ccc(S(=O)(=O)N2CCNCC2)cc1	-3	0.9	-4.0	-2	-0.6	-6	i	1	12	-1
31	CCOC(=O)C1CCCN(C(=O)c2cc3c(=O)n4ccccc4nc3s2)C1 (centres undefined)	-34	1.1	1.5	1	0.1	-1	i	87*	-1	2
32	O=C(NCCCCNC(=O)c1ccccn1)c1ccccn1	0	0.4	0.0	-3	-0.1	-7	i	-2	0	-8
33	O=C(CSc1ccsc1[N+](=O)[O-])N1CCCCC1	-27	2.0	-0.2	-1	-0.1	1	i	-2	-3	3
34	CC(C)CC1(C(=O)NCc2ccccn2)C=CCN1C(=O)c1ccccc1 (centres undefined)	5	0.7	-0.7	-2	-0.2	-1	i	0	-2	-6
35	CS(=O)(=O)N1CCC(C(=O)NCCN2CCN(Cc3ccccc3)CC2)CC1	-8	2.8	-0.5	-2	-0.5	-4	i	0	1	0
36	Cc1ccc(S(=O)(=O)N2CCC(C(=O)OCC(=O)N3CCCCC3C)CC2)cc1C (centres undefined)	4	-1.4	-1.8	20	0.1	1	i	-3	-4	-2
37	Cc1ccc(Nc2c3c(nc4ncnn24)CC(C)CC3)cc1 (centres undefined)	-5	1.7	-0.8	1	0.2	-1	i	1	0	-9
38	COc1ccccc1Nc1ncccc1C(=O)NCc1ccccc1	3	1.2	2.2	-5	2.0	-3	i	-11	0	-13
39	O=C(CSc1nncs1)NNC(=O)c1ccco1	-2	-0.6	-1.5	-1	-0.3	-1	i	-1	-2	-8
40	COCCNC(=O)C1CCCN(C(=O)c2cc(C(C)(C)C)nn2C)CC1 (centres undefined)	-1	0.7	-0.5	-4	-0.5	0	i	3	2	x
41	O=C(OCCN=C1NS(=O)(=O)c2ccccc21)c1ccccc1F	3	1.5	-0.4	3	0.3	-7	i	0	-3	-1
42	CCOc1ccc(CN2CCN(CC(O)Cn3c4ccccc4c4ccccc43)CC2)cc1 (centres undefined)	1	-1.4	-0.8	-7	-0.6	-2	i	0	-2	2
43	O=[N+]([O-])c1ccc(S(=O)(=O)NCC(c2cccnc2)N2CCc3ccccc32)cc1 (centres undefined)	-36	-0.1	2.4	3	-0.4	5	i	-4	3	1
44	Cc1cc(C)n(-c2nncn2NC(=O)c2ccc(Cl)cc2O)n1	3	0.7	-1.0	-1	-0.3	-6	i	5	2	3
45	Fc1ccc(Oc2ncccn2)c(F)c1	-3	0.5	0.2	3	0.1	-1	i	2	-2	-4
46	Cc1c(NS(=O)(=O)c2ccc(Br)cc2)c(=O)n(-c2ccccc2)n1C	6	-0.6	0.4	-3	-1.1	3	i	1	1	-4
47	COc1cccc(C2CC(c3cccs3)=NN2C(=O)CSC2=NN3CCCC(=O)N=C3S2)c1OC (centres undefined)	-10	3.0	-0.5	1	-1.0	-1	i	-4	0	-8
48	O=C(Nc1ccc(CN2CCCCC2)cc1)c1cccc(F)c1	-2	0.2	0.1	1	-0.5	-2	i	0	-4	-3
49	Nc1nonc1C(=O)OCC(=O)N1CCCCC1	-1	-0.5	-2.7	-2	-0.5	9	i	3	-3	-6
50	Oc1c(CN2CCCC(C(F)(F)F)C2)cc(Cl)c2ccccc12 (centres undefined)	-5	0.3	1.0	1	-0.7	3	i	-20	2	-9
51	FC(F)(F)c1nc2nc(Cl)c(Cl)nc2[nH]1	3	4.0	-1.9	2	0.1	-2	i	-7	2	x
52	Cc1ccc(NC(=O)COC(=O)CCc2c(C)nc3nc(N)nn3c2C)cc1C	-3	0.2	0.5	0	-0.5	-1	i	-4	-1	-3
53	Cc1ccc(C)c(C(=O)COC(=O)c2cc([N+](=O)[O-])ccc2N2CCOCC2)c1	-19	0.6	3.5	5	-0.4	-4	i	-1	2	-12
54	O=C(OCc1cccc2ccccc12)c1ccc2c(=O)[nH]c(CN3CCOCC3)nc2c1	-1	-0.8	-0.1	3	-1.2	-1	i	0	-2	2
55	COC(=O)CN1C(=O)[C@H]2[C@@H](c3ccc(C)o3)N3C(=O)CN(Cc4ccccc4)C(=O)[C@@]3(Cc3ccccc3)[C@H]2C1=O	3	1.2	-0.6	2	-0.2	6	i	3	-1	11
